# Compound activity: PubChem, National Center for Advancing Translational Sciences (NCATS)
# AID inhibitor: activation induced cytidine deaminase inhibition; Q9GZX7; AID deamination FRET fluorescence, UDG-coupled, 4 h; Potency, µM (titrated, usually from 115 µM), without a hit: at the top dose activity change, negative = inhibition, usual class: inhibitors; 91,000 compounds, 0.32% hits; further: nearly all actives have a fitted effect of over 25% in size
# Target sequence (Q9GZX7 whole entry, looked up): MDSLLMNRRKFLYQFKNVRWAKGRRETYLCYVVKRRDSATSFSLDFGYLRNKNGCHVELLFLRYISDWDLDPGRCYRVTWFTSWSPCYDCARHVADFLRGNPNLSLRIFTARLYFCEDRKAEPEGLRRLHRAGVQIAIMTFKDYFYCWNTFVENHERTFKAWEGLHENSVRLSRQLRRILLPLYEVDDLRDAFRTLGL
# UDG counterscr: counter-screen for AID inhibitors: uracil-DNA glycosylase inhibition; FRET deamination/UDG coupled assay, UDG read, 4 h; 91,000 compounds, 0.14% hits; AID 1347430; Potency, µM (series often up to 115 µM), without a hit: top-dose activity change, negative = inhibition, most hits filed as inhibitors; further: nearly all actives have a fitted effect of over 65% in size
# An asterisk follows results filed as active; ? = inconclusive; & = joins results of further samples; [ ] = another dose, or the depositor's remark. The call rests on the fitted dose curve; in most records, active means well fitted curve in the direction sought with a large enough effect; inconclusive means small, poorly fitted or top-dose-only effect, or another doubt; inactive means no such curve, though single readings can be large; an effect the other way counts as inactive or inconclusive. On the % scale 0 is the no-effect control and ±100 the full control effect; potency means the concentration at half of the fitted maximal effect.
SMILES	AID inhibitor	UDG counterscr
COc1cc(C(=O)Oc2ccc3c(=O)c(-c4ccccc4)coc3c2)cc(OC)c1OC	-1%	-5%
Cc1cccc(C(=O)OCc2cc(=O)n3nc(C4CC4)sc3n2)c1	26%	-22%
CC(C)(C)C(CN1CCCC1)OC(=O)c1ccccc1C(=O)O (stereo not drawn)	1%	8%
COc1cccc(C(=O)c2cn(CC(=O)Nc3cccc(C)c3C)c3nc(C)ccc3c2=O)c1	23%	19%
CC(C)CNC(=O)c1c(-n2cnnn2)sc2c1CCC2	-10%	-8%
O=C(COc1ncnc2ccccc12)N(Cc1ccccc1)Cc1ccccc1	-3%	-2%
COc1cccc(C(=O)Nc2cccc(-c3nc4ncccn4c3C)c2)c1	7%	-2%
COc1ccc(OC)c(NC(=O)CCCc2nnc3n(C(C)C)c(=O)c4sccc4n23)c1	64%[activator]	-3%
COc1cccc([C@H]2Nc3ccc(S(=O)(=O)Nc4cc(C)ccc4C)cc3[C@H]3C=CC[C@H]32)c1	373%[activator]	0%
O=S1(=O)C[C@H](NC2CCCC2)[C@@H](S(=O)(=O)c2ccccc2)C1	-2%	-10%
COC(=O)c1c(SC)nc2ccccc2c1OCc1cc(C)ccc1C	-14%	?
Cc1ccc(-c2nc3n(n2)C(=O)CC(c2ccc(C)cc2)S3)cc1 (stereo not drawn)	2%	-6%

# (cont.)
SMILES	AID inhibitor	UDG counterscr
CCc1cccc(C)c1NC(=O)c1cc(S(=O)(=O)N(C)Cc2ccccc2)ccc1F	-18%	?
Cc1ccc(CNCC(=O)O)cc1	-7%	-4%
Cn1nc(C(=O)NCc2ccccc2Cl)c2ccccc2c1=O	-7%	4%
CCc1cccc2c(C(=O)COC(=O)c3cccc(C)c3)c[nH]c12	-2%	-1%
N#Cc1ccc(NCCNc2cccc3ccccc23)nc1	22%	-4%
COc1ccc(-n2c(=O)c3sc4ccccc4c3n(CC(=O)NC3CCCCC3)c2=O)cc1	14%	-3%
Cc1ccnc(NC(=O)Cc2ccc(Cl)cc2Cl)c1	4%	-2%
CSc1ncc(C(=O)Nc2cc(Cl)ccc2C)c(-c2ccccc2)n1	7%	-7%[57.5 µM]
COC(=O)c1ccc(C(=O)Oc2ccc(C(C)=O)cc2)cc1	2%	3%
CCc1nn(CC(=O)N2CCN(c3cccc(Cl)c3)CC2)c(=O)c2cc3sccc3n12	4%	-1%
CCc1ccc(C(=O)COC(=O)/C(=C\c2ccccc2)NC(C)=O)cc1	-2%	-10%
CCc1ccc(NC(=O)C2CCCN(S(=O)(=O)c3ccc4[nH]c(=O)ccc4c3)C2)cc1 (stereo not drawn)	4%	10%

# Additional structures
SMILES	AID inhibitor	UDG counterscr
O=C(CSc1nc2ccccc2o1)Nc1cc(Cl)cc(Cl)c1	-9%	-5%
O=C(NCc1ccc(Cl)cc1)C(=O)NCC(c1cccnc1)N1CCN(c2ccccc2)CC1 (stereo not drawn)	-2%	2%
COc1ccc(-c2cn(-c3ccc(C)cc3)c(S(=O)(=O)CC(=O)Nc3ccc(F)cc3)n2)cc1	?	-19%
O=C(Nc1ccc(F)c(Cl)c1)C1CCCN(c2ncnc3onc(-c4ccc(F)cc4)c23)C1 (stereo not drawn)	?	-3%
Cn1c(Oc2ccc(Cl)c(Cl)c2)c(C#N)c(=O)n(C)c1=O	37%[activator]	3%
COc1ccc(CNC(=O)Cn2c(=O)nc(-c3ccccc3)c3ccccc32)cc1OC	-6%	-6%
Cc1nc2nc(SCC(=O)O)nn2c(C)c1Cc1c(F)cccc1Cl	-2%	-5%
Nc1nccnc1C(=O)NCc1ccccc1F	3%	3%
CCC12CN3CC(C)(CN(C1)C3c1c[nH]c3ccc(OC)cc13)C2=O (stereo not drawn)	21%	2%
N#C/C(=C/c1ccc(OC(F)F)cc1)C(=O)Nc1cc(Cl)ccc1Cl	4%	4%
N#CC1=C(N)n2ncnc2NC1c1ccc(Cl)cc1Cl (stereo not drawn)	-11%	-6%
COc1ccc(S(=O)(=O)c2c(Nc3c(C)cccc3C)sc(C(=O)c3ccc4c(c3)OCO4)c2N)cc1	?	-11%

# (cont.)
SMILES	AID inhibitor	UDG counterscr
N#Cc1ccccc1CCC(=O)Nc1cccc(/C=C/c2ccccn2)c1	-4%	2%
N#CCC(=O)c1c[nH]c2ccccc12	8%	-6%
Cc1nnc2c3ccccc3nc(N3CCN(c4cccc(Cl)c4)CC3)n12	?	62%[activator]
CCOc1c(Br)cc(C(=O)OCc2ccc(C#N)cc2)cc1OC	2%	10%
O=C(Cn1c(NCc2ccccc2)nc2ccccc21)N1CCN(c2ccccc2)CC1	-10%	-9%
CC(=O)N1C(NC2CCCCC2)CC(C)N1c1ccccc1 (stereo not drawn)	11%	-3%
Cc1cc2c(cc1S(=O)(=O)CCC(=O)Nc1ccc(OC(F)(F)F)cc1)OCC(=O)N2	-17%	-4%
COc1ccc(CNC(=O)c2cc3cc(C)ccc3n2C)cc1	-24%	-6%
C/C(=N\NC(=O)c1cccc2ccccc12)c1ccc(Cl)s1	3%	-5%
Cc1ccc(Cl)cc1N1CCN(C(=O)CCS(=O)(=O)c2cc(Br)cc3c2N(C(=O)C2CC2)CC3)CC1	16%	4%
CCc1cc2c(cc(C(=O)OC)n2Cc2nc(-c3ccc(C)cc3)oc2C)s1	-11%	-4%
O=C(NC1(c2ccccc2)CCC1)c1ccccc1C(F)(F)F	4%	-6%

# Other records
SMILES	AID inhibitor	UDG counterscr
CCOC(=O)C1CCCN(S(=O)(=O)c2ccc3c(c2)CCN3C(=O)CC)C1 (stereo not drawn)	-3%	-3%
Cc1ccc2nc3c(cc(C(=O)NC4CCCCC4)c(=N)n3C(C)C)c(=O)n2c1	9%	-1%
CCc1ccc(CN2CCc3nc(N4CCN(c5ccccc5F)CC4)ncc3C2)cc1	-8%	5%
Cc1ccc(C(=O)c2oc3ccccc3c2NC(=O)COc2ccccc2Cl)cc1	-13%	-5%
COc1cc2c(cc1OC)C(c1ccccc1)N(CC(=O)Nc1ccc(C(N)=O)cc1)CC2 (stereo not drawn)	1%	4%
O=C1COc2ccc(C(=O)COC(=O)c3cc(Cl)ccc3Cl)cc2N1	5%	4%
CCc1ccc(NS(=O)(=O)c2cc(-c3cnc(C4CC4)o3)ccc2C)cc1	-19%	-9%
CC(=O)Nc1c(C)noc1/C=C\c1ccc(C)c(S(=O)(=O)Nc2cc(C)ccc2C)c1	-8%	3%
CCc1ccc(-c2cn3c(n2)sc2cc(C(=O)NC4CCCCC4)ccc23)cc1	6%	0%[57.5 µM]
Cc1ccc(-c2nc3cc(Cl)ccc3o2)cc1NC(=O)COc1ccc(F)cc1	35%[activator]	17%
CCOc1ccc(/C=C/c2nc(C#N)c(N3CCN(C)CC3)o2)cc1	1%	6%
CCc1ccc(NS(=O)(=O)c2ccc3oc(=O)c4ncn(CC)c4c3c2)cc1	?	-11%

# A section from the list above:
SMILES	AID inhibitor	UDG counterscr
CCOC(=O)C1CCCN(S(=O)(=O)c2ccc3c(c2)CCN3C(=O)CC)C1 (stereo not drawn)	-3%	-3%
Cc1ccc2nc3c(cc(C(=O)NC4CCCCC4)c(=N)n3C(C)C)c(=O)n2c1	9%	-1%

# Next part
SMILES	AID inhibitor	UDG counterscr
CCCCOC(=O)Cn1nnc2sc(-c3ccccc3)cc2c1=O	62%[activator]	30%
CCc1ccc(CN(Cc2ccco2)c2cnc(S(C)(=O)=O)nc2C(=O)Nc2c(C)cccc2C)cc1	?	-8%
CC(C)N(C(=O)COc1ncnc2ccc(Br)cc12)c1ccccc1	-9%	-16%
Cc1ccc(C)c(CN2CCC(CNC(=O)Cn3ncc4c([nH]c5ccccc54)c3=O)CC2)c1	31%[activator]	-6%[57.5 µM]
Cc1nc(SCc2nnc(-c3ccccc3Br)o2)n(C2CCCC2)c1C	-11%	2%
CCCCSc1nc2c(c(=O)[nH]c(=O)n2C)n1CC(O)COc1ccc(CC)cc1 (stereo not drawn)	-14%	5%
CC(=O)c1cccc(NC(=O)C2(C#N)CCCC2)c1	4%	9%
COc1ccc(-c2cnc(C)o2)cc1S(=O)(=O)Nc1ccc(OC(F)(F)F)cc1	-10%&-6%	0%&-14%
COc1ccc(NC(=O)C2CCC(CNS(=O)(=O)c3ccc4c(c3)C(C)(C)C(=O)N4C)CC2)cc1 (stereo not drawn)	4%	-18%
COc1ccc(C(CC(=O)Nc2ccc(OC)c(OC)c2)N2Cc3ccccc3C2=O)cc1 (stereo not drawn)	28%	-2%
O=[N+]([O-])c1ccc(-c2nc(Nc3ccc(O)cc3)c3ccccc3n2)cc1	-5%	1%
CCOC(=O)c1c(C)oc2nc(C)nc(N3CCN(c4ccc(OC)cc4)CC3)c12	?	-6%

# (list continues)
SMILES	AID inhibitor	UDG counterscr
NC(=O)c1cn(CC(=O)NCCc2ccccc2F)c2ccccc12	-11%	-9%
CCOC(=O)c1c(NC(C)=O)c2c3c(sc2n1Cc1c(C)cc(C)cc1C)CCCC3	19%	-9%
CCOc1cc(C)c(Cl)cc1S(=O)(=O)NCCO	-7%	3%
COc1ccc(Nc2c(-c3ccc(C)o3)nc3cc(C)ccn23)cc1	1%	-2%
CCOc1ccc(CCNC(=O)CS(=O)Cc2nc(-c3ccc(C)cc3)oc2C)cc1OCC (stereo not drawn)	-30%	6%
CC(C)CCNC(=O)CSc1c2c(nc3ccc(Cl)cc13)CCCC2	14%	3%[57.5 µM]
Cc1ccc(CNC(C)C2CC3CCC2C3)s1 (stereo not drawn)	1%	2%
Fc1cccc(CSc2nnc(-c3c[nH]c4ccccc34)n2C2CC2)c1F	-7%	1%
Cc1ccc(Cl)cc1NC(=O)CN1C(=O)c2cccc3cccc1c23	?	-8%
COc1ccc(NC(=O)c2c(NCc3cccs3)sc3c2CCCCC3)c(OC)c1	490%[activator]	-4%
CCN1C(C(=O)c2ccccc2)=C(OC(=O)COc2ccccc2)c2ccccc2S1(=O)=O	2%	-4%
CCOc1ccc(/C=C/c2nc(C#N)c(N3CCC(C(N)=O)CC3)o2)cc1	2%	-9%

# Part of the list above in order of length of the SMILES, lowest first:
SMILES	AID inhibitor	UDG counterscr
Cc1ccc(CNC(C)C2CC3CCC2C3)s1 (stereo not drawn)	1%	2%
CCOc1cc(C)c(Cl)cc1S(=O)(=O)NCCO	-7%	3%
CC(=O)c1cccc(NC(=O)C2(C#N)CCCC2)c1	4%	9%
CCCCOC(=O)Cn1nnc2sc(-c3ccccc3)cc2c1=O	62%[activator]	30%
NC(=O)c1cn(CC(=O)NCCc2ccccc2F)c2ccccc12	-11%	-9%
CC(C)CCNC(=O)CSc1c2c(nc3ccc(Cl)cc13)CCCC2	14%	3%[57.5 µM]
Cc1ccc(Cl)cc1NC(=O)CN1C(=O)c2cccc3cccc1c23	?	-8%
CCOc1ccc(/C=C/c2nc(C#N)c(N3CCN(C)CC3)o2)cc1	1%	6%
Fc1cccc(CSc2nnc(-c3c[nH]c4ccccc34)n2C2CC2)c1F	-7%	1%
COc1ccc(NC(=O)c2c(NCc3cccs3)sc3c2CCCCC3)c(OC)c1	490%[activator]	-4%
Cc1ccc(-c2nc3cc(Cl)ccc3o2)cc1NC(=O)COc1ccc(F)cc1	35%[activator]	17%
CCc1ccc(-c2cn3c(n2)sc2cc(C(=O)NC4CCCCC4)ccc23)cc1	6%	0%[57.5 µM]
CCCCSc1nc2c(c(=O)[nH]c(=O)n2C)n1CC(O)COc1ccc(CC)cc1 (stereo not drawn)	-14%	5%
COc1ccc(-c2cnc(C)o2)cc1S(=O)(=O)Nc1ccc(OC(F)(F)F)cc1	-10%&-6%	0%&-14%
CCOC(=O)c1c(NC(C)=O)c2c3c(sc2n1Cc1c(C)cc(C)cc1C)CCCC3	19%	-9%
CCN1C(C(=O)c2ccccc2)=C(OC(=O)COc2ccccc2)c2ccccc2S1(=O)=O	2%	-4%
CC(=O)Nc1c(C)noc1/C=C\c1ccc(C)c(S(=O)(=O)Nc2cc(C)ccc2C)c1	-8%	3%
Cc1ccc(C)c(CN2CCC(CNC(=O)Cn3ncc4c([nH]c5ccccc54)c3=O)CC2)c1	31%[activator]	-6%[57.5 µM]
CCc1ccc(CN(Cc2ccco2)c2cnc(S(C)(=O)=O)nc2C(=O)Nc2c(C)cccc2C)cc1	?	-8%
COc1ccc(NC(=O)C2CCC(CNS(=O)(=O)c3ccc4c(c3)C(C)(C)C(=O)N4C)CC2)cc1 (stereo not drawn)	4%	-18%

# Next section.
SMILES	AID inhibitor	UDG counterscr
COc1ccccc1CNC(=O)c1ccc(-n2c(C)cc3c2CCCC3)cc1	2%	0%
O=S(=O)(NCc1ccccc1)c1ccc(-c2cnc(C3CC3)o2)cc1	2%&-2%	6%&-2%
CC1CCN(S(=O)(=O)c2cc(C(=O)NCCc3ccccc3)n(C)c2)CC1	-1%	-3%
COc1ccccc1/C=C/C(=O)Nc1nc2n(n1)C(c1ccc(F)cc1)C=C(c1ccccc1)N2 (stereo not drawn)	-16%	7%
Cc1ccc(NC(=O)C(=O)NCC(c2cccnc2)N2CCN(Cc3ccccc3)CC2)cc1Cl (stereo not drawn)	-7%	12%

# These rows are one share of the data, so the mix of outcomes need not match the whole.
